Screening results: PubChem, Sanford-Burnham Center for Chemical Genomics
beta cell repl: induces beta-cell replication in MIN6 cells; MIN6 cells proliferation, ATPlite luminescence, 48 h; cells starved in 0.2% serum; 100% = growth in 10% serum; proliferation, % at 10 µM; 330,000 compounds, 0.29% hits; AID 2380;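 active means compounds whose signal lies at least 3.5 SD above the mean of all wells on their plate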;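 further: 0% = DMSO-treated cells in low-serum medium and 100% = 10% serum control; some compounds called inactive have numbers as strong as hits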
hIAP inh: human IAP inhibition; purified IAP, CDP-Star luminescence, 30 min; 330,000 compounds, 0.12% hits; inhibition, % at 10 µM;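 active means inhibition reaching a set limit with compound at 10 µM in the primary screen, cut at about 35% in these data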;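 further: plate controls were DMSO wells with enzyme for no effect and no-enzyme buffer wells for full effect; values of inactives mirror those of a sister screen read the other way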
Target sequence (P09923 whole entry, looked up): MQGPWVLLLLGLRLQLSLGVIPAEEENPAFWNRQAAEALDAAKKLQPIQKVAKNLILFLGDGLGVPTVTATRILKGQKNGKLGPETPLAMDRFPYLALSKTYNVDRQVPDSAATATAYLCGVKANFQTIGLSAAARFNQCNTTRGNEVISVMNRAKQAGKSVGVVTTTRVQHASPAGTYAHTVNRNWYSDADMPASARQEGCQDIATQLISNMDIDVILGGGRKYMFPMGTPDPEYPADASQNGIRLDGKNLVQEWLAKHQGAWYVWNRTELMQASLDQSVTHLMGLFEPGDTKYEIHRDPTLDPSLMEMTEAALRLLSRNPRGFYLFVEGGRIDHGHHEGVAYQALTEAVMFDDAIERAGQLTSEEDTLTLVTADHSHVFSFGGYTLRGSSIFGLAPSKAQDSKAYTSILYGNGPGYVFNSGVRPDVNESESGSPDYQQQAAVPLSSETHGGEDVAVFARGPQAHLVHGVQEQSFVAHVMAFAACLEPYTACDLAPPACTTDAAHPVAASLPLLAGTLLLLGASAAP
hIAP activ: human IAP activation. 330,000 compounds, 0.16% hits. purified human IAP, CDP-Star luminescence, 30 min; hits give high values; 1 = vehicle-only enzyme, 0 = enzyme-free background. activation factor at 10 µM. AID 2524. P09923;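 active means activation factor of the enzyme at least 2-fold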; further: the source names both 10 and 20 µM as test concentration; values of inactives mirror those of a sister screen read the other way
NLRP3 yeast inh: NALP3 inhibition in yeast; Yeast reconstituted NLRP3/ASC/caspase-1, beta-gal luminescence, 24 h; inhibition, % at 10 µM; 330,000 compounds, 0.39% hits; AID 2825;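 active means inhibition of 50% or more; inactive means inhibition below 50%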;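 further: plate controls were induced DMSO wells for no effect and uninduced yeast grown without galactose for full effect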
SENP1 FRET inh: blocks the human SENP1 SUMO protease catalytic domain; inhibition, % at 10 µM; recombinant SENP1 catalytic domain, CyPet-SUMO1-YPet FRET cleavage; AID 624204; Q9P0U3; 360,000 compounds, 0.21% hits;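 active means inhibition at least 30% at 10 µM, raw YFP signal under a set limit, fluorescence ratio 0.5 to 1.5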;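 further: 0% = enzyme with DMSO and 100% = no enzyme wells; some results filed as inactive read as strong as hits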
Target sequence (Q9P0U3 419-644 limits assumed): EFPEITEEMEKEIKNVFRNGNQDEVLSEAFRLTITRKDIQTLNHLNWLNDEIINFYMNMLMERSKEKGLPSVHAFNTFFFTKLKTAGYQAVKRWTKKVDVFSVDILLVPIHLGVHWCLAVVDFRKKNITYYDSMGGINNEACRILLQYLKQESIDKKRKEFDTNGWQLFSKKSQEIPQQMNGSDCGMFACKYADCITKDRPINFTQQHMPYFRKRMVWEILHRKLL
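Assay system: hSENP1 catalytic domain, recombinant. Amount: SENP1 enzyme, 20 pM final. Schedule: 50 min reaction, RT, dark. Technique: FRET, CFP and YFP emission. Control set: no-enzyme wells low, DMSO-plus-enzyme wells high control.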
mIAP activ: increases mouse intestinal alkaline phosphatase activity | muIAP, CDP-Star luminescence, 30 min; hits give high values; 1 = vehicle-only enzyme signal, 0 = enzyme-free wells | activation factor at 10 µM | 330,000 compounds, 0.24% hits;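 active means activation factor of at least 2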; further: the source names both 10 and 20 µM as test concentration; values of inactives mirror those of a sister screen read the other way
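Assay system: mouse IAP enzyme / Compound: DMSO-dissolved test compounds / Timing: 30 min, room temperature / Measured by: luminescence from enzymatic CDP-Star hydrolysis / Control set: DMSO-only wells, enzyme-free buffer wells as negative control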
A3G deaminase: APOBEC3G (human) deaminase inhibition; Q9HC16; recombinant A3G, ssDNA deamination FAM/TAMRA fluorescence; 330,000 compounds, 0.28% hits; inhibition, % at 20 µM;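 active means inhibition of at least 40% at 20 µM, with no more than 30% in the related APOBEC3A deaminase screen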;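 further: plate controls were DMSO wells with A3G for no effect and wells lacking A3G enzyme for full effect; some compounds called inactive have numbers as strong as hits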
APOBEC3A inh: human APOBEC3A DNA deaminase inhibition; recombinant A3A, FAM/TAMRA ssDNA deamination fluorescence; inhibition, % at 20 µM; 330,000 compounds, 0.41% hits;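 active means at least 40% inhibition at 20 µM here, with at most 30% in a related deaminase screen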;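 further: plate controls were A3A with DMSO for no effect and wells lacking A3A enzyme for full effect; some results filed as inactive read as strong as hits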
Target sequence (P31941 whole entry, looked up): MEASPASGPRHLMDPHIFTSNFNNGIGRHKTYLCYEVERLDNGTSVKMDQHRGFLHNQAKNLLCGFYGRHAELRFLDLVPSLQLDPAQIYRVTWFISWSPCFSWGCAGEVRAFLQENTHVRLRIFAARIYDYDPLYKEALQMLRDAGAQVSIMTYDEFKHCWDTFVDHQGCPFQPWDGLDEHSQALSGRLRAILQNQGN
mIAP block: mouse IAP inhibition; purified mouse IAP, CDP-Star luminescence, 30 min; inhibition, % at 10 µM; 330,000 compounds, 0.2% hits;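 active means inhibition of at least 40% at 10 µM in the primary screen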;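 further: plate controls were DMSO with enzyme for no effect and no enzyme wells for full effect; values of inactives mirror those of a sister screen read the other way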
* hit, by the source's call. Some of the compounds tested; the hit share may differ from the screen's.

How did Cc1ccc(NC(=O)CSc2nnc(CNC(=O)c3ccccc3F)o2)cc1 do in these assays?
beta cell repl: -1; hIAP inh: -6; hIAP activ: 1.1; NLRP3 yeast inh: 1; SENP1 FRET inh: 1; mIAP activ: 1; A3G deaminase: 22; APOBEC3A inh: 3; mIAP block: -1

Results for ClC1(Cl)CC1Cn1c(C2CC2)nc2ccccc21 (configuration not stated) ?
beta cell repl: 3; hIAP inh: 10; hIAP activ: 0.9; NLRP3 yeast inh: 8; SENP1 FRET inh: 0; mIAP activ: 0.99; A3G deaminase: -13; APOBEC3A inh: -6; mIAP block: 1

What do the screens show for `Cc1ccccc1Nc1nc2ccccc2n1C(C)C`?
beta cell repl: -2; hIAP inh: 4; hIAP activ: 0.96; NLRP3 yeast inh: 26; SENP1 FRET inh: 1; mIAP activ: 1.1; A3G deaminase: -4; APOBEC3A inh: -3; mIAP block: -10

What do the screens show for `CC(C)(C)SCCNC(=O)CSCc1ccc([N+](=O)[O-])cc1`?
beta cell repl: 0; hIAP inh: 1; hIAP activ: 0.99; NLRP3 yeast inh: -3; SENP1 FRET inh: 1; mIAP activ: 1; A3G deaminase: -1; APOBEC3A inh: 2; mIAP block: -2

Results for Nc1ccccc1C(=O)NCc1ccco1 ?
beta cell repl: 4; hIAP inh: 9; hIAP activ: 0.91; NLRP3 yeast inh: 10; SENP1 FRET inh: 1; mIAP activ: 1.1; A3G deaminase: -6; APOBEC3A inh: 0; mIAP block: -5

Results for CN(CC(=O)Nc1ccc(C(N)=O)cc1)CC(=O)Nc1ccccc1Cl ?
beta cell repl: -4; hIAP inh: -44; hIAP activ: 1.4; NLRP3 yeast inh: 20; SENP1 FRET inh: 1; mIAP activ: 1.1; A3G deaminase: -9; APOBEC3A inh: -2; mIAP block: -7

How did Cc1ccc2nc(SCC(=O)Nc3ccc(F)cc3F)nc(=O)n2c1 do in these assays?
beta cell repl: 5; hIAP inh: -8; hIAP activ: 1.1; NLRP3 yeast inh: 15; SENP1 FRET inh: 1; mIAP activ: 0.94; A3G deaminase: 0; APOBEC3A inh: -2; mIAP block: 6

How did CC1(C)Oc2ccc(C(=O)N3CCOCC3)cc2N(CC(=O)Nc2ccccc2)C1=O do in these assays?
beta cell repl: -1; hIAP inh: -1; hIAP activ: 1; NLRP3 yeast inh: 7; SENP1 FRET inh: 1; mIAP activ: 1; A3G deaminase: -5; APOBEC3A inh: 1; mIAP block: -5

What do the screens show for `O=C1CNC(=S)N1Cc1ccc(Cl)cc1`?
beta cell repl: 1; hIAP inh: 13; hIAP activ: 0.87; NLRP3 yeast inh: 17; SENP1 FRET inh: -1; mIAP activ: 0.94; A3G deaminase: -8; APOBEC3A inh: -2; mIAP block: 6

What do the screens show for `CCOc1ccc(S(=O)(=O)N2CCCCC2)cc1NC(=O)CN1C(=O)NC(C)(c2ccc(C)cc2)C1=O` (configuration not stated)?
beta cell repl: 0; hIAP inh: -18; hIAP activ: 1.2; NLRP3 yeast inh: 13; SENP1 FRET inh: -46; mIAP activ: 1; A3G deaminase: 18; APOBEC3A inh: 5; mIAP block: 0

How did COCCCn1c(Cc2ccccc2)nnc1SCC(=O)N1CCCCC1 do in these assays?
beta cell repl: -1; hIAP inh: 21; hIAP activ: 0.79; NLRP3 yeast inh: 2; SENP1 FRET inh: -1; mIAP activ: 0.97; A3G deaminase: -7; APOBEC3A inh: -5; mIAP block: 3

What do the screens show for `O=C(c1ccc([N+](=O)[O-])cc1)N1CCSC1c1ccc(Br)cc1` (configuration not stated)?
beta cell repl: -1; hIAP inh: 5; hIAP activ: 0.95; NLRP3 yeast inh: 8; SENP1 FRET inh: 3; mIAP activ: 1; A3G deaminase: 7; APOBEC3A inh: 2; mIAP block: -1

Results for COc1ccc(CCNC(=O)Cc2ccsc2)cc1 ?
beta cell repl: -3; hIAP inh: -20; hIAP activ: 1.2; NLRP3 yeast inh: 5; SENP1 FRET inh: 1; mIAP activ: 0.99; A3G deaminase: -12; APOBEC3A inh: -3; mIAP block: 1

What do the screens show for `CCOC(=O)c1c(C)[nH]c(C)c1S(=O)(=O)NCCCN1CCOCC1`?
beta cell repl: 4; hIAP inh: -10; hIAP activ: 1.1; NLRP3 yeast inh: 4; SENP1 FRET inh: 1; mIAP activ: 0.99; A3G deaminase: -2; APOBEC3A inh: -2; mIAP block: 1

How did Cc1ccc(NC(=O)c2ocnc2C)cc1Cl do in these assays?
beta cell repl: 1; hIAP inh: 22; hIAP activ: 0.78; NLRP3 yeast inh: 12; SENP1 FRET inh: -5; mIAP activ: 0.96; A3G deaminase: -9; APOBEC3A inh: -3; mIAP block: 4

What do the screens show for `FC(F)(F)c1cc(N2CCNCC2)c2ccccc2n1`?
beta cell repl: 3; hIAP inh: -12; hIAP activ: 1.1; NLRP3 yeast inh: 4; SENP1 FRET inh: -1; mIAP activ: 1; A3G deaminase: 0; APOBEC3A inh: 3; mIAP block: -4

How did CCCCCNc1nc2sc3c(c2c(=O)n1-c1cccc(Cl)c1)CCN(C)C3 do in these assays?
beta cell repl: -4; hIAP inh: 23; hIAP activ: 0.77; NLRP3 yeast inh: 19; SENP1 FRET inh: -40; mIAP activ: 1; A3G deaminase: -6; APOBEC3A inh: -3; mIAP block: -4

What do the screens show for `COc1ccccc1NC(=O)CSc1nc2ncccc2[nH]1`?
beta cell repl: 0; hIAP inh: -34; hIAP activ: 1.3; NLRP3 yeast inh: 14; SENP1 FRET inh: -3; mIAP activ: 0.84; A3G deaminase: 3; APOBEC3A inh: 3; mIAP block: 16

How did O=C(CSc1nnnn1Cc1ccccc1)c1ccc(F)cc1 do in these assays?
beta cell repl: -5; hIAP inh: 1; hIAP activ: 0.99; NLRP3 yeast inh: -1; SENP1 FRET inh: 0; mIAP activ: 1.1; A3G deaminase: -10; APOBEC3A inh: 0; mIAP block: -6

Results for COc1cccc(N=Nc2c(C)[nH]n(-c3ccccc3)c2=O)c1 ?
beta cell repl: -4; hIAP inh: -27; hIAP activ: 1.3; NLRP3 yeast inh: 33; SENP1 FRET inh: 6; mIAP activ: 0.93; A3G deaminase: -5; APOBEC3A inh: 1; mIAP block: 7

What do the screens show for `COc1cccc(NC(=O)c2ncn[nH]2)c1`?
beta cell repl: -1; hIAP inh: -1; hIAP activ: 1; NLRP3 yeast inh: 8; SENP1 FRET inh: -1; mIAP activ: 0.99; A3G deaminase: -2; APOBEC3A inh: 2; mIAP block: 1

How did O=C(NNc1c(Cl)cc(Cl)cc1Cl)c1n[nH]c(=O)c2ccccc12 do in these assays?
beta cell repl: 0; hIAP inh: -34; hIAP activ: 1.3; NLRP3 yeast inh: 6; SENP1 FRET inh: 3; mIAP activ: 0.94; A3G deaminase: -4; APOBEC3A inh: 3; mIAP block: 6

How did O=C(NCCN1CCc2ccccc2C1)C1CCN(S(=O)(=O)N2CCC3(CC2)OCCO3)CC1 do in these assays?
beta cell repl: -1; hIAP inh: -10; hIAP activ: 1.1; NLRP3 yeast inh: -5; SENP1 FRET inh: -5; mIAP activ: 1.1; A3G deaminase: -1; APOBEC3A inh: -7; mIAP block: -9

What do the screens show for `Cn1cccc1/C=C1\SC(=Nc2ccc(O)cc2)NC1=O`?
beta cell repl: -5; hIAP inh: -9; hIAP activ: 1.1; NLRP3 yeast inh: -3; SENP1 FRET inh: -41; mIAP activ: 0.84; A3G deaminase: -1; APOBEC3A inh: 7; mIAP block: 16

How did COc1ccccc1C(=O)NNC(=O)c1ccc(NC(=O)CC(C)C)cc1 do in these assays?
beta cell repl: 2; hIAP inh: -7; hIAP activ: 1.1; NLRP3 yeast inh: 11; SENP1 FRET inh: 3; mIAP activ: 0.81; A3G deaminase: -11; APOBEC3A inh: -4; mIAP block: 19

Results for NC(=O)c1ccc(NC(=O)CNC(=O)c2sc3ccccc3c2Cl)cc1 ?
beta cell repl: 3; hIAP inh: -9; hIAP activ: 1.1; NLRP3 yeast inh: 21; SENP1 FRET inh: 1; mIAP activ: 0.86; A3G deaminase: -5; APOBEC3A inh: -4; mIAP block: 14

What do the screens show for `O=C1NC(=O)c2cc(Oc3ccc([N+](=O)[O-])cc3)ccc21`?
beta cell repl: -3; hIAP inh: 2; hIAP activ: 0.98; NLRP3 yeast inh: -19; SENP1 FRET inh: 0; mIAP activ: 1; A3G deaminase: -5; APOBEC3A inh: -7; mIAP block: -5

Results for CSc1nc(N(C)NC(=O)c2ccc(Cl)cc2)c2ccccc2n1 ?
beta cell repl: -6; hIAP inh: 2; hIAP activ: 0.98; NLRP3 yeast inh: 9; SENP1 FRET inh: 1; mIAP activ: 1.1; A3G deaminase: -4; APOBEC3A inh: -3; mIAP block: -13

What do the screens show for `COc1ccccc1CN1CCN(Cc2nc(-c3cccs3)no2)CC1`?
beta cell repl: 0; hIAP inh: 6; hIAP activ: 0.94; NLRP3 yeast inh: 11; SENP1 FRET inh: -4; mIAP activ: 1.1; A3G deaminase: -5; APOBEC3A inh: 4; mIAP block: -6

Results for N=C(N)N1CCc2ccccc21 ?
beta cell repl: -3; hIAP inh: -19; hIAP activ: 1.2; NLRP3 yeast inh: 9; SENP1 FRET inh: 5; mIAP activ: 1; A3G deaminase: -6; APOBEC3A inh: 0; mIAP block: -4

How did O=C(CN1C(=O)/C(=C/c2ccccc2F)Sc2ccccc21)NCc1cccnc1 do in these assays?
beta cell repl: -2; hIAP inh: -5; hIAP activ: 1.1; NLRP3 yeast inh: 16; SENP1 FRET inh: 0; mIAP activ: 0.96; A3G deaminase: -5; APOBEC3A inh: -2; mIAP block: 4

How did Cc1ccc(Nc2nc3ccccc3s2)cc1 do in these assays?
beta cell repl: 0; hIAP inh: 7; hIAP activ: 0.93; NLRP3 yeast inh: 7; SENP1 FRET inh: 2; mIAP activ: 1; A3G deaminase: -4; APOBEC3A inh: -1; mIAP block: -1

How did Cn1cc(CNC(=O)c2cc(-c3ccccc3)nc3ccc(Br)cc23)cn1 do in these assays?
beta cell repl: -1; hIAP inh: -6; hIAP activ: 1.1; NLRP3 yeast inh: 12; SENP1 FRET inh: 1; mIAP activ: 0.91; A3G deaminase: -2; APOBEC3A inh: 1; mIAP block: 9

How did COc1ccc(CCNC(=O)C2CCCN2C(=O)Nc2ccccc2)cc1OC (configuration not stated) do in these assays?
beta cell repl: 1; hIAP inh: 4; hIAP activ: 0.96; NLRP3 yeast inh: 10; SENP1 FRET inh: 2; mIAP activ: 0.98; A3G deaminase: -12; APOBEC3A inh: -3; mIAP block: 2

What do the screens show for `Cc1cc(C)n(-c2ccc(C(=O)OCC(=O)Nc3cc(Cl)ccc3[N+](=O)[O-])cc2)n1`?
beta cell repl: 2; hIAP inh: 12; hIAP activ: 0.88; NLRP3 yeast inh: -1; SENP1 FRET inh: 3; mIAP activ: 1; A3G deaminase: -7; APOBEC3A inh: 1; mIAP block: 0

What do the screens show for `O=C(c1ccc(CS(=O)(=O)c2ccc(Br)cc2)o1)N1CCOCC1`?
beta cell repl: 8; hIAP inh: -7; hIAP activ: 1.1; NLRP3 yeast inh: 17; SENP1 FRET inh: 0; mIAP activ: 1; A3G deaminase: -5; APOBEC3A inh: 2; mIAP block: -4

Results for COc1ccccc1NC(=O)CN1CCN(c2ccccc2)CC1 ?
beta cell repl: 0; hIAP inh: -10; hIAP activ: 1.1; NLRP3 yeast inh: 16; SENP1 FRET inh: 1; mIAP activ: 1; A3G deaminase: -6; APOBEC3A inh: 5; mIAP block: -5
